From PubChem BioAssay
MsrA inhibitor – bovine MsrA enzyme inhibitors, primary screen, biochemical, absorbance, HTS; inhibition, % at 15.5 µM; 360,000 compounds, 0.75% hits; purified bovine MsrA, absorbance read-out; AID 651718, 2012; Methionine sulfoxide reductase A (Bos taurus); in the data active means inhibition above about 4.5%;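 further: 0% = vehicle wells with enzyme and 100% = reference inhibitor wells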
NadD block – inhibitors of S. aureus NadD, primary screen, biochemical, colorimetric, uHTS. 360,000 compounds, 0.78% hits. purified NadD enzyme, colorimetric absorbance read-out. inhibition, % at 20 µM; in the data active means inhibition above about 26%; further: some compounds past the cut are filed as inactive
TbMetRS inhib – T. brucei MetRS inhibitors, primary screen, biochemical, luminescence | 360,000 compounds, 0.4% hits | inhibition, % at 11.9 µM | purified T. brucei MetRS, ATP depletion, Kinase-Glo luminescence | methionyl-tRNA synthetase (Trypanosoma brucei brucei);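 active means inhibition above a per-plate cutoff of the control wells' mean inhibition plus 3 SD, cut at about 5.5% in these data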;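 further: 0% = DMSO wells median and 100% = median of wells with control inhibitor compound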
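Assay system: T. brucei methionyl-tRNA synthetase, purified | Medium: HEPES buffer with MgCl2, KCl, DTT, spermine, BSA, pyrophosphatase | Compound: 11.9 µM single point | Incubation: 15 min enzyme-compound preincubation, 2 h reaction, 10 min detection, 25 °C | Measured by: Kinase-Glo luciferase luminescence reporting remaining unconsumed ATP | Measure: % inhibition normalized to control-well medians | Replication: Singlicate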
Scp1 inh – Scp-1 phosphatase inhibitors, primary screen, biochemical, colorimetric, uHTS | Recombinant Scp1, phosphopeptide, malachite green phosphate absorbance | inhibition, % at 20 µM | 340,000 compounds, 0.88% hits | AID 493091, 2011;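 active means inhibition above about 50% at 20 µM, limit read from the data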;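 further: plate controls were DMSO wells with enzyme for no effect and wells lacking enzyme for full effect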
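System: SCP-1 catalytic domain; Reagent: Phospho 17-mer peptide substrate; Doses: one concentration, 20 µM, with 1.0% DMSO; Incubation: 45 min room-temperature reaction, 5 min colour, 30 min stabiliser; Signal: Phosphate-binding colour reagent, absorbance read at 630 nm.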
CSN inh – inhibitors of CSN-mediated cullin deneddylation, primary screen, biochemical, fluorescence polarization, uHTS. 360,000 compounds, 0.38% hits. COP9 signalosome complex subunit 5 (Homo sapiens), Q92905. AID 651999, 2013. inhibition, % at 12.5 µM. Purified CSN, SCF-Nedd8-OG deneddylation;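 active means pattern-corrected inhibition above about 35%, with an unprinted fluorescence ratio check between 0.5 and 1.5, limit read from the data, passing the limit was not always enough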;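 further: 0% = enzyme with substrate and 100% = substrate without enzyme; some results filed as inactive read as strong as hits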
Target sequence (Q92905 whole entry, looked up, one chain of several): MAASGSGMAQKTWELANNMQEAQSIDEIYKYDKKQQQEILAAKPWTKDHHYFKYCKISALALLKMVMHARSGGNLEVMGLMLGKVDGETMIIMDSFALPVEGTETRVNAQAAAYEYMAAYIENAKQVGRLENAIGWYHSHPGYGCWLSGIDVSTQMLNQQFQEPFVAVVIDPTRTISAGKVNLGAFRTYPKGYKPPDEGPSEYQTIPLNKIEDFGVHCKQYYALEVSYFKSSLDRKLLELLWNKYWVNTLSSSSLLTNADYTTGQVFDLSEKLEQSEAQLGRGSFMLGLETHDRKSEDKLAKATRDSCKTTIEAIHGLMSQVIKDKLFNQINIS
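Assay system: purified human Csn5 enzyme expressed in HEK293T cells; Input: 0.24 nM Csn5 enzyme, final concentration; Reagent: 10 nM SCFSkp2-Nedd8OG; Compound dosing: 12.5 µM single point; Times: reaction 90 min, room temperature; Technique: fluorescence polarization readout.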
Rpn11 inh – Rpn11 (PSMD14) deubiquitinase inhibitors, primary screen, biochemical, fluorescence polarization, uHTS; 26S proteasome non-ATPase regulatory subunit 14 (Homo sapiens), O00487; human 26S proteasome, Ub4-pepOG fluorescence polarization; 20S core pre-blocked with epoxomicin; calls only at 20 µM; 360,000 compounds, 0.59% hits;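 active means inhibition at 20 µM, scaled to each plate's controls, above about 33%, limit read from the data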
DNMT1 block – human DNMT1 methyltransferase inhibitors, primary screen, biochemical, molecular beacon, fluorescence, HinP1I cleavage, uHTS; inhibition (reported as % activation of signal), % at 10 µM; 360,000 compounds, 0.83% hits; AID 588458, 2011; in the data active means inhibition above about 50%
SUMO1 PPI mod – modulators of SUMO1 protein-protein interactions, primary screen, biochemical, uHTS. SUMO1 binding to a labelled peptide, TR-FRET, 1 h. inhibition, % at 20 µM. 360,000 compounds, 0.33% hits; in the data active means inhibition above about 37%
STEP inh – STEP phosphatase inhibitors, primary screen, biochemical, fluorescence intensity, uHTS. 360,000 compounds, 0.25% hits. recombinant STEP, OMFP fluorogenic substrate. inhibition, % at 20 µM. Tyrosine-protein phosphatase non-receptor type 5 (Homo sapiens), P54829;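 active means inhibition at 20 µM, scaled per plate between control wells, above about 37%, limit read from the data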;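 further: 0% = DMSO with enzyme and substrate and 100% = substrate only without enzyme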
Target sequence (P54829 whole entry, looked up): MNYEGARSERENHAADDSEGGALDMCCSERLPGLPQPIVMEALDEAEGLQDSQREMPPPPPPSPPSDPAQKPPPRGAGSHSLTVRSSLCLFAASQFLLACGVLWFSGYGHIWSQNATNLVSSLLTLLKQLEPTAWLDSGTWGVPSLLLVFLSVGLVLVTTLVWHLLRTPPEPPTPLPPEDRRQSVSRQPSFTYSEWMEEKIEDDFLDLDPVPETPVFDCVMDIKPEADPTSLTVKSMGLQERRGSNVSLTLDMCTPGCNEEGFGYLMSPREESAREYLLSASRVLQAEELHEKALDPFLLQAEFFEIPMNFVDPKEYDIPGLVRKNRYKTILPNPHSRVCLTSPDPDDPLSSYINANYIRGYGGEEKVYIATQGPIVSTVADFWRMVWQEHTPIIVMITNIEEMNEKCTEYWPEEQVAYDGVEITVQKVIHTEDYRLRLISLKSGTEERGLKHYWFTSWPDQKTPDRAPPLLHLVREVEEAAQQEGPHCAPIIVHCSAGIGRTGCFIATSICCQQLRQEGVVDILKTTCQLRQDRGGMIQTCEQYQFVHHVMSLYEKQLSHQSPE
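Test system: STEP tyrosine phosphatase / Reagent: OMFP at 25 µM / Doses: 20 µM, 1% DMSO / Read-out: percent inhibition scaled to no-enzyme and uninhibited-enzyme controls, plate-pattern corrected / Detection: FITC-channel fluorescence of OMFP product / Medium: Bis-Tris buffer pH 6.0, 2.5 mM DTT, 0.005% Tween 20 / Schedule: 20 min at room temperature, dark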
LMPTP block – LMPTP phosphatase inhibitors, primary screen, biochemical, fluorescence intensity, uHTS | recombinant LMPTP-A, OMFP fluorogenic substrate | Low molecular weight phosphotyrosine protein phosphatase (Homo sapiens), P24666 | inhibition, % at 20 µM | 360,000 compounds, 0.22% hits;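 active means compounds that cut the enzyme signal by at least half of the control window in the single-dose screen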;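 further: plate controls were DMSO wells with enzyme plus substrate for no effect and substrate without enzyme for full effect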
Target sequence (P24666 whole entry, looked up): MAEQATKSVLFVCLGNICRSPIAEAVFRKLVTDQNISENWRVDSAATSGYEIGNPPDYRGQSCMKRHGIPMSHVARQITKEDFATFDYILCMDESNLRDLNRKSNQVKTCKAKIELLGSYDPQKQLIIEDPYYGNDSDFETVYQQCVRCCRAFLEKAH
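Assay system: LMPTP-A, protein tyrosine phosphatase of low molecular weight / Medium: pH 6.0 Bis-Tris buffer with DTT and Triton X-100 / Schedule: 50 min enzyme reaction at room temperature, protected from light / Measured by: endpoint fluorescence intensity from OMFP dephosphorylation / Read-out basis: % inhibition relative to no-enzyme and uninhibited control wells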
Starred values were filed as active, the others as inactive; i = inactive; nt = no result given.

Below each SMILES: MsrA inhibitor, NadD block, TbMetRS inhib, Scp1 inh, CSN inh, Rpn11 inh, DNMT1 block, SUMO1 PPI mod, STEP inh, LMPTP block
1) COc1ccc(C(=O)NCCNc2ccc([N+](=O)[O-])cc2)cc1OC
 : 0.7, 4, -0.4, -10, -5, i, -1, -27, 3, 1.7
2) O=C(c1cccs1)N1CCN=C1SCc1ccccc1F
 : 0.6, 1, -0.3, -3, 4, i, 0, 3, -2, -0.8
3) O=C(Cn1cnc2sc3c(c2c1=O)CCCC3)NCC(=O)Nc1c(F)cccc1F
 : 1.5, -1, 0.3, -1, 1, i, 0, 1, 0, 0.9
4) CCOC(=O)CN(c1cc([N+](=O)[O-])ccc1OC)S(C)(=O)=O
 : 0.6, 0, -0.9, -5, -6, i, 3, -5, -1, -1.6
5) CN(Cc1ccc2c(c1)OCCO2)C(=O)CSc1ncnc2sccc12
 : 0.3, -4, -0.4, -5, 0, i, 2, -1, -2, 0.4
6) S=C1SCN(Cc2ccccc2)CN1Cc1ccccc1
 : 0.4, -3, -0.7, -13, -1, i, 1, 6, 0, 1.7
7) CCCn1c(O)c(N=NC(=O)CNC(=O)Cc2ccc(OC)cc2)c2ccccc21
 : 2.4, -4, -0.4, 10, 5, i, -1, -34, -2, -0.6
8) COc1ccc(CCNC(=O)C2CCC(=O)N(C3CCCCCC3)C2)cc1 (configuration not stated)
 : -0.3, -4, 0.2, 4, -2, i, 0, 1, -1, 0.0
9) COc1ccc(NC(=O)CC2C(=O)N(c3ccc(Cl)cc3)C(=S)N2CCc2ccncc2)cc1 (configuration not stated)
 : nt, 17, 4.7, 1, 11, i, -7, -5, -4, 1.3
10) CC1(C(=O)NS(=O)(=O)c2cccc(F)c2)CCN1C(=O)c1ccco1 (configuration not stated)
 : 0.1, 1, -0.3, nt, -1, i, 6, 0, -3, -4.1
11) O=C(NNS(=O)(=O)c1ccc([N+](=O)[O-])cc1)c1ccccc1
 : 0.2, -2, -0.2, -5, -3, i, -5, -37, 2, -0.6
12) CC(C)OC(=O)c1cc2c(ccn2C)n1CC(=O)N(Cc1ccccc1)c1ccccc1
 : 0.3, -2, -0.6, 0, 2, i, -13, 3, 0, 6.2
13) COc1ccc(NC(=O)/C(=C/c2ccc(OC(C)=O)c(OC)c2)NC(C)=O)cc1
 : 1.9, -4, -0.1, -2, 5, i, 2, 12, 0, -0.6
14) Cc1ccc(NC(=S)N(C)N)cc1Cl
 : -0.1, 0, -0.6, -7, -5, i, -2, 0, -3, 0.3
15) CC(=O)Oc1ccccc1/C=C/c1ccc2ccccc2[n+]1C
 : 1.3, 10, -0.7, 17, -2, i, 1, -29, -3, -0.9
16) COc1ccc([N+](=O)[O-])cc1NC(=O)CCSCCc1ccccn1
 : 0.2, -3, -0.2, -10, -5, i, 30, -24, 0, 1.5
17) CC1(C(=O)NS(=O)(=O)c2cccc(C#N)c2)CCN1C(=O)Cc1ccccc1Cl (configuration not stated)
 : 1.1, -8, -0.1, nt, -1, i, -3, 1, 2, -1.8
18) COc1ccc(CN2C(=O)C(CC(=O)NCc3cccc4ccccc34)CC(C(=O)N(C(C)C)C(C)C)=C2C)cc1 (configuration not stated)
 : -1.5, 6, -0.2, nt, -1, i, -6, -7, 0, 2.8
19) Cc1nn(-c2ccc(F)cc2)c(C)c1CN1CCN(CCC(C)C)C(CCO)C1 (configuration not stated)
 : -0.9, -5, -0.4, -13, 1, i, -2, -3, -2, -0.9
20) COc1ccc(-c2nnn(CC(=O)Nc3sc4c(c3C#N)CCCC4)n2)cc1
 : -0.5, -3, -0.5, -2, -6, i, 0, -2, 1, -0.7
21) COc1ccc(Cl)cc1N(CC(=O)Nc1ccc2c(c1)OCCO2)S(C)(=O)=O
 : 2.0, 4, 0.2, -7, -8, i, -3, 0, -1, -1.6
22) Cc1cc(C)cc(OCC(=O)N/N=C/c2ccccn2)c1
 : -0.5, -2, -0.2, -4, -3, i, -2, -6, -1, -0.2
23) CC(=O)Nc1cccc(C(=O)OCC(=O)NC(=O)Cc2ccccc2)c1
 : -0.4, -1, -0.3, -8, 0, i, 2, 3, -2, -0.1
24) Fc1cccc(Nc2nc(N3CCOCC3)nc(N3CCOCC3)n2)c1
 : 0.1, -2, -0.4, -2, -6, i, 1, -2, -3, 0.3
25) CCN(CC)C(=O)C1=C(C)N(Cc2ccc(OC)cc2)C(=O)C(CC(=O)NCCN2CCOCC2)C1 (configuration not stated)
 : -0.7, 5, 0.1, nt, 0, i, 20, 8, 10, -1.7
26) Cn1c(=O)cc(OCCCC(=O)Nc2ccc3c(c2)OCCO3)c2ccccc21
 : 0.2, 1, -0.5, -7, 6, i, 15, 2, -4, -0.3
27) CCN1/C(=C2\OC(=S)N(C)C2=O)Sc2ccccc21
 : 1.1, -4, 0.1, -13, -2, i, 9, -2, 2, -2.1
28) CC(=O)Nc1ccc(S(=O)(=O)N2CCN(C(=O)c3ncoc3-c3ccccc3F)CC2)cc1
 : -0.6, 7, -0.1, -8, 6, i, 0, -1, 4, -1.3
29) Cc1ccc(Cl)cc1N1CCN(S(C)(=O)=O)CC1
 : -0.8, 3, 0.3, -2, 4, i, -1, 1, -1, 0.2
30) CCOC(=O)C1CCCN(C(=O)c2ccc(C)c(NC(=O)C3=C(C)OCCS3)c2)C1 (configuration not stated)
 : 1.4, -1, -0.8, -4, -4, i, 2, 6, 0, 0.1

Looked up one by one from the list above:
Below each SMILES: MsrA inhibitor, NadD block, TbMetRS inhib, Scp1 inh, CSN inh, Rpn11 inh, DNMT1 block, SUMO1 PPI mod, STEP inh, LMPTP block
24) Fc1cccc(Nc2nc(N3CCOCC3)nc(N3CCOCC3)n2)c1
 : 0.1, -2, -0.4, -2, -6, i, 1, -2, -3, 0.3
22) Cc1cc(C)cc(OCC(=O)N/N=C/c2ccccn2)c1
 : -0.5, -2, -0.2, -4, -3, i, -2, -6, -1, -0.2

Entries shown so far that contain two or more sulfur atoms, in the order listed:
Below each SMILES: MsrA inhibitor, NadD block, TbMetRS inhib, Scp1 inh, CSN inh, Rpn11 inh, DNMT1 block, SUMO1 PPI mod, STEP inh, LMPTP block
2) O=C(c1cccs1)N1CCN=C1SCc1ccccc1F
 : 0.6, 1, -0.3, -3, 4, i, 0, 3, -2, -0.8
5) CN(Cc1ccc2c(c1)OCCO2)C(=O)CSc1ncnc2sccc12
 : 0.3, -4, -0.4, -5, 0, i, 2, -1, -2, 0.4
6) S=C1SCN(Cc2ccccc2)CN1Cc1ccccc1
 : 0.4, -3, -0.7, -13, -1, i, 1, 6, 0, 1.7
27) CCN1/C(=C2\OC(=S)N(C)C2=O)Sc2ccccc21
 : 1.1, -4, 0.1, -13, -2, i, 9, -2, 2, -2.1

Next section
Below each SMILES: MsrA inhibitor, NadD block, TbMetRS inhib, Scp1 inh, CSN inh, Rpn11 inh, DNMT1 block, SUMO1 PPI mod, STEP inh, LMPTP block
31) O=C(NCc1ccccn1)C1CCN(S(=O)(=O)N2CCCCC2)CC1
 : 1.5, 0, -0.4, 1, 0, i, 1, 3, -2, -0.5
32) N#CC1(NC(=O)COC(=O)c2nccnc2N)CCCCC1
 : 3.4, 4, -0.3, 1, 3, i, -1, -11, -2, -0.8
33) C=CCN(c1ccc(OC)cc1)S(=O)(=O)c1ccc(Cl)c(C(=O)OCC(=O)c2c(N)n(C)c(=O)n(C)c2=O)c1
 : 1.1, 6, 0.0, -11, -2, i, -8, 2, 0, 2.9
34) Cc1ccc(S(=O)(=O)N2CCc3ccccc3CC2)cc1
 : 0.7, -6, -0.3, -12, 1, i, -1, 11, 1, 0.5
35) CCC(C(=O)NCCCN1CC(C)CC(C)C1)n1nc(C)c2sc3ccccc3c2c1=O (configuration not stated)
 : 0.0, -4, -0.6, -4, -5, i, 5, -7, -1, -1.0
36) COC(=O)C1CCN(C(=O)CN2C(=O)NC(CC(C)C)C2=O)CC1 (configuration not stated)
 : -0.7, -4, -0.5, 0, -4, i, 1, -2, 0, -0.6
37) CN(c1ccc(O)cc1)c1nc(-c2ccccc2)cs1
 : -0.3, -4, 0.2, 3, -3, i, -12, -9, -2, 1.3
38) COc1ccc(C(=O)OCCc2ccc(O)cc2)cc1
 : -0.9, -4, 0.6, 1, 4, i, -2, 0, -2, 0.2
39) O=C(O)CNC(=O)c1ccc(N2CCOCC2)cc1[N+](=O)[O-]
 : -0.2, -8, -0.5, -2, -5, i, 5, -8, -2, 3.3
40) CCOC(=O)c1sc2nc(SCC(=O)N(CC)CC)n(CCCN3CCCC3=O)c(=O)c2c1C
 : 0.9, 4, -0.8, 5, 16, i, -1, 2, 2, -0.1
41) CN(C)C(=O)c1cc([N+](=O)[O-])cc([N+](=O)[O-])c1N(C)C
 : 1.5, -1, -1.2, 7, -3, i, 5, -22, 1, -0.9
42) CC[C@]12c3[nH]c4cc(-c5ccco5)ccc4c3CCN1C(=O)[C@@H](CC(=O)NCc1cccc(C(F)(F)F)c1)C[C@@H]2C(=O)N1CCN(C(=O)c2ccco2)CC1
 : 1.6, 16, -0.8, 1, 4, i, -26, 0, 2, 3.8
43) Cc1nnc(NC(=O)CSc2nc3c(c(=O)n(C)c(=O)n3C)n2C(C)C)s1
 : -0.7, 3, 0.5, -5, -4, i, 2, 3, 12, 0.1
44) CSCCC(NC(=O)c1cc([N+](=O)[O-])cc([N+](=O)[O-])c1)c1nc2ccccc2[nH]1 (configuration not stated)
 : 0.6, 4, 3.7, -7, 4, i, -8, -34, 0, -1.3
45) O=C1NCCn2nc3ccccc3c21
 : -1.0, -3, 1.4, -3, 0, i, 1, -3, 0, -1.8
46) Cc1ccc(-n2nnnc2SCC(=O)c2cc(C)n(-c3cc(C)on3)c2C)c(C)c1
 : 1.6, -3, -0.3, -15, 1, i, -6, -2, 4, 3.7
